# From PubChem
# West Nile virus CPE – inhibition of WNV-induced cytopathic effect – cell-based, CPE readout (AID 1621); one-dose CPE inhibition, % at 10 µM; IC50 in µM for titrated hits; actives 0.02% (n = 290,000); West Nile virus-infected cells, CPE inhibition; higher % means a stronger effect; in the data active means a potency from the dose series; inconclusive means CPE inhibition mostly from about 3.7% at the one dose, without a potency; inactive means the rest, 99 in 100 with CPE inhibition below about 2.2%; further: strong numbers were not always called active
# ER stress rescue – protection against thapsigargin-triggered cell killing – 384-well, CSM14.1, ATP luminescence, primary screen (AID 1222); CSM14.1 thapsigargin-induced death rescue, ATP luminescence; higher % means a stronger effect; one-dose cellular ATP content (survival), % at 20 µM; EC50 in µM for titrated hits; 190,000 tested, under 10 active;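 active means EC50 below 50 µM in the dose-response confirmation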;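 further: death triggered by thapsigargin at about 15 µM added after 2 h compound pretreatment; cell ATP read after overnight thapsigargin exposure of roughly 18 to 22 hours; normalized against plate controls of thapsigargin alone and 5% DMSO vehicle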
# Dengue-2 NS5 capping – flavivirus cap methylation enzyme inhibition – biochemical, confirmation dose response, primary screen (AID 588689) | inhibition, % at 25 µM; hits with a dose series show IC50 in µM | actives 0.3% (n = 340,000) | Dengue-2 NS5 methyltransferase capping enzyme assay, biochemical; higher % means a stronger effect; in the data active means a potency from the dose series; inconclusive means inhibition above about 29% without an active follow-up result
# RSV antiviral HEp-2 – inhibition of RSV-induced cytopathic effect – HEp-2 cells, primary 10 µM value included (AID 2391); HEp-2 cells, RSV-induced CPE inhibition; higher % means a stronger effect; CPE inhibition, % at 10 µM, or IC50 in µM where a hit was titrated; actives 0.13% (n = 310,000); in the data active means a potency from the dose series; inconclusive means CPE inhibition mostly from about 23% at the one dose, without a potency; inactive means the rest, 99 in 100 with CPE inhibition below about 21%; further: strong numbers were not always called active
# Yfh1-depleted yeast – enhancers of respiration in Yfh1-depleted yeast, dose response, Friedreich's ataxia, plus single-dose screen (AID 1465). S. cerevisiae Yfh1-off respiration, WST-1 reduction, 72 h; higher fold induction means a stronger effect. fold induction at 50 µM; hits with a dose series show EC50 in µM. actives 0.074% (n = 220,000);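 active means fold induction of absorbance versus untreated yeast above a set limit, then at least 30% activation at any dose in follow-up; inconclusive means repeats straddling the limit, or above it without dose testing; inactive means fold induction below the set limit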;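 further: activators that raise dye reduction in frataxin-depleted yeast; strong numbers were not always called active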
# XIAP displacement – small molecules displacing peptide from XIAP – biochemical, IAP family, fluorescence polarization (AID 1018) | displacement, % at 20 µM, or IC50 in µM where a hit was titrated | XIAP BIR domain, fluorescence polarization peptide displacement; higher % means a stronger effect | actives 0.007% (n = 200,000); in the data active means displacement above about 50%; further: a part of the inactive calls stands beside numbers as strong as those of hits
# K1F lysis inhibition – inhibition of K1F phage lysis, E. coli UTI89, bacterial capsule biogenesis inhibitors, alamar blue (AID 488966); E. coli UTI89 K1F phage lysis, alamar blue, 2 h; higher % means a stronger effect; actives 0.02% (n = 340,000); one-dose inhibition, % at 100 µM; IC50 in µM for titrated hits;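 active means phage lysis inhibition, versus mean bacterial control, above a set limit; inconclusive means no clear call, values can overlap the other calls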;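 further: capsule biogenesis inhibitors block K1F phage lysis so surviving cells raise fluorescence; higher fluorescence means more inhibition of phage lysis; actives were called in the ten point dose series up to 300 µM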
# WT yeast gro inh – growth inhibition of WT yeast, mitochondrial fusion screen; mitochondrial fusion phenotypic screen, WT strain; inhibition, % at 10 µM; actives 2.1% (n = 190,000); AID 1362; in the data active means inhibition above about 58%; tested in S. cerevisiae
# SV40 large T antigen – TAg ATPase/helicase activity blockers – biochemical (AID 1903). SV40 large T antigen ATPase/helicase inhibition assay; higher % means a stronger effect. inhibition, % at 20 µM; hits with a dose series show IC50 in µM. actives 0.39% (n = 310,000); in the data active means a potency from the dose series; inconclusive means inhibition mostly from about 32% at the one dose, without a potency; inactive means the rest, 99 in 100 with inhibition below about 32%; further: strong numbers were not always called active
# WT yeast gro inh mutant strain – second read-out of WT yeast gro inh, no call of its own (marks repeat the call); inhibition, %; mitochondrial fusion phenotypic screen, mutant strain inhibition
# Dengue-2 NS5 capping pilot replicate – also measured in Dengue-2 NS5 capping; calls as there; inhibition, %; measured here: pilot screen replicate inhibition
# Active calls of the source: *; i = inactive; ? = inconclusive; nt = not tested or not shown; & = joins results of further samples; [ ] = dose if it differs, or a comment.
SMILES,West Nile virus CPE,ER stress rescue,Dengue-2 NS5 capping,RSV antiviral HEp-2,Yfh1-depleted yeast,XIAP displacement,K1F lysis inhibition,WT yeast gro inh,WT yeast gro inh mutant strain,SV40 large T antigen,others
CC(C)(C)c1ccc(C2=CSC3=NCCN23)cc1,-1.6%,nt,nt,0.9%,nt,nt,2.5%,nt,nt,9%,
O=C(OCC(=O)c1c[nH]c2ccccc12)c1cccc(S(=O)(=O)N2CCCCCC2)c1,-0.8%,-2.3%,-4%,3.1%,i,-3.7%,0.6%[50 µM],-14,-8,16%,
O=C1OCC/C1=C\c1ccc(O)cc1,1.9%,nt,-5%,2.2%,i,nt,0.2%,nt,nt,17µM*,
C=CCC(C)(NCc1ccccc1)c1ccccc1 (stereo not drawn),-0.1%,-2.2%,-3%,-0.6%,i,2.1%,?,3,-8,-1%,
CCOC(=O)C1=C(O)/C(=C/c2ccc(OCC(=O)O)c(OCC)c2)SC1=Nc1ccc(C)cc1,-1.0%,2.7%,12%,-0.4%,i,-3.7%,-1.0%,19,3,6%,
CCOC(=O)C1CCCCN1Cc1cn[nH]c1-c1ccc(F)cc1F (stereo not drawn),0.0%,0.3%,-8%,-1.0%,i,-7.1%,0.0%[50 µM],3,1,6%,
Cc1nn2c(=O)cc(COC(=O)c3ccc(NC(=O)C(C)(C)C)cc3)nc2s1,0.6%,nt,1%,8.3%,nt,nt,0.3%,nt,nt,8%,
Cc1ccc(NC(=O)Cc2cc(C(=O)O)c3ccccc3n2)c(C)c1,-1.4%,-0.8%,-2%,21%,i,-5.3%,0.0%,3,-9,15%,
COC(=O)C1=C(C)NC(C)=C(C(=O)OC)C1C(=O)OCCN1C(=O)c2ccccc2C1=O,0.1%,3.0%,6%&1%,-0.3%,i,-20%,0.5%&0.4%,6,-11,15%,
Cc1ccccc1NC(=O)C(C)c1ccc(-c2ccccc2)c(F)c1 (stereo not drawn),-0.4%,-0.9%,-1%,-0.5%,i,-6.7%,-0.1%,nt,nt,-1%,
COC(=O)c1ccccc1NC(=O)CSCC(=O)Nc1ccccc1,0.8%,0.8%,-16%,2.8%,i,3.0%,-0.1%,4,6,-1%,
COc1ccc2oc(-c3ccccc3)c(C(=O)N(C)C)c2c1,-0.3%,nt,3%,1.8%,nt,nt,11%,nt,nt,6%,
Oc1cccc(C2c3[nH]c4ccccc4c3CCN2Cc2ccoc2)c1 (stereo not drawn),0.0%,-1.7%,-2%,0.4%,i,-3.7%,0.2%,2,-15,22%,
COc1ccc(C(=O)NCC(=O)OCc2cccc(Br)c2)cc1,0.1%,2.2%,-3%,-1.3%,i,0.3%,3.3%,12,9,7%,
CC(C)c1ccc(N(CC(=O)NCCSCc2ccco2)S(C)(=O)=O)cc1,-1.0%,-0.1%,-2%,-1.8%,i,-3.2%,0.8%,5,-9,3%,
COc1ccc(S(=O)(=O)Cc2ccc(C(=O)N3CCN(c4cccc(C)c4)C(C)C3)o2)cc1 (stereo not drawn),-0.5%,-0.8%,-4%,1.8%,i,-2.9%,2.8%,18,16,-1%,
C=CCc1c(C)nc(C)nc1N/N=C/c1ccccc1,0.4%,-1.5%,-6%,3.6%,i,-1.7%,0.1%,-5,-20,4%,
CCOC(=O)c1cnc(SCC(=O)NCc2ccco2)nc1N,0.3%,0.7%,-6%,1.2%,i,-6.9%,0.6%,3,5,12%,
N#C/C(=N\Nc1cccc(C(F)(F)F)c1)C(=O)c1csc(-c2cccnc2)n1,-0.1%,nt,-1%,2.9%,i,nt,-1.6%,nt,nt,23%,
O=C(COc1ccc(Cl)cc1Br)Nc1ccncc1,0.4%,nt,-4%,4.6%,nt,nt,0.2%,nt,nt,2%,Dengue-2 NS5 capping pilot replicate=4.9
CN(C)S(=O)(=O)c1ccc(C(=O)NCCSc2ccccc2)cc1,0.1%,6.4%,-3%,0.8%,i,-6.2%,-0.1%,4,16,4%,
NC(=O)c1ccc(N2CCCCCC2)c([N+](=O)[O-])c1,-0.6%,nt,-5%,2.8%,i,-4.0%,-0.1%,3,15,6%,
O=C1CC(N2CCN(S(=O)(=O)c3cccc(C(F)(F)F)c3)CC2)C(=O)N1Cc1ccccc1 (stereo not drawn),-0.5%,1.7%,0%,15%,nt,-9.7%,-1.3%,22,3,5%,
Nc1cc(Cl)ccc1Oc1ccccc1,0.7%,-1.4%,5%,-0.4%,i,1.0%,2.6%,-12,1,2%,
CS(=O)(=O)N1CCc2cc(C(=O)O)ccc21,-0.1%,-2.0%,-8%,0.5%,i,2.1%,1.4%,12,27,8%,

# Taken from above, five compounds:
SMILES,West Nile virus CPE,ER stress rescue,Dengue-2 NS5 capping,RSV antiviral HEp-2,Yfh1-depleted yeast,XIAP displacement,K1F lysis inhibition,WT yeast gro inh,WT yeast gro inh mutant strain,SV40 large T antigen,others
CC(C)(C)c1ccc(C2=CSC3=NCCN23)cc1,-1.6%,nt,nt,0.9%,nt,nt,2.5%,nt,nt,9%,
O=C(OCC(=O)c1c[nH]c2ccccc12)c1cccc(S(=O)(=O)N2CCCCCC2)c1,-0.8%,-2.3%,-4%,3.1%,i,-3.7%,0.6%[50 µM],-14,-8,16%,
O=C1OCC/C1=C\c1ccc(O)cc1,1.9%,nt,-5%,2.2%,i,nt,0.2%,nt,nt,17µM*,
C=CCC(C)(NCc1ccccc1)c1ccccc1 (stereo not drawn),-0.1%,-2.2%,-3%,-0.6%,i,2.1%,?,3,-8,-1%,
CCOC(=O)C1=C(O)/C(=C/c2ccc(OCC(=O)O)c(OCC)c2)SC1=Nc1ccc(C)cc1,-1.0%,2.7%,12%,-0.4%,i,-3.7%,-1.0%,19,3,6%,

# Carrying on:
SMILES,West Nile virus CPE,ER stress rescue,Dengue-2 NS5 capping,RSV antiviral HEp-2,Yfh1-depleted yeast,XIAP displacement,K1F lysis inhibition,WT yeast gro inh,WT yeast gro inh mutant strain,SV40 large T antigen,others
COc1ccc(NC(=O)CSc2nnc(NC(=O)c3ccccc3C(=O)O)s2)cc1,0.6%,-0.3%,5%,-1.1%,i,-4.3%,0.4%,6,15,23%,
CC(C)(C)c1ccc(S(=O)(=O)N2CCN(c3ncccn3)CC2)cc1,-1.1%,1.3%,-5%,2.3%,i,-18%,0.0%,0,1,12%,
O=C(NC1CCCC1)c1ccc2c(c1)N(Cc1ccc(F)cc1)CCS2,-0.2%,nt,0%,5.2%,nt,nt,4.2%,nt,nt,26%,
O=C(Nc1ccccc1C(=O)NCCN1CCOCC1)c1cccc([N+](=O)[O-])c1,-0.4%,nt,-1%,0.3%,nt,nt,0.1%,nt,nt,-2%,
COc1ccccc1COCC(O)CN(Cc1ccco1)Cc1ccccc1O (stereo not drawn),-1.4%,-0.8%,-3%,3.2%,i,-5.5%,-0.4%[50 µM],24,15,2%,
Cc1ccc2c(=O)cc(C(=O)NC3CCS(=O)(=O)C3)oc2c1C (stereo not drawn),-0.4%,nt,-4%,0.4%,nt,nt,0.4%,nt,nt,7%,
COc1cc(/C=C/C(=O)N2CCN(c3n[nH]c(=O)[nH]c3=O)CC2)cc(OC)c1OC,-0.1%,1.1%,-4%,1.6%,i,0.5%,-0.2%,6,7,22%,
O=C(Nc1ccc(S(=O)(=O)Nc2ncccn2)cc1)c1ccccc1,-0.7%,nt,-2%,1.2%,nt,nt,-0.1%,nt,nt,11%,
COc1ccc(CCC(=O)Nc2ccc(S(=O)(=O)N3CCOCC3)cc2)cc1,-0.2%,nt,-3%,1.9%,nt,nt,0.3%,nt,nt,-3%,
O=C(Nc1nc2cc3c(cc2s1)OCCO3)c1ccc([N+](=O)[O-])o1,-0.1%,nt,0%,10%,nt,nt,-0.2%,nt,nt,10%,
CCOC(=O)C1(CCSC)NC(c2ccco2)C2C(=O)N(CC)C(=O)C21 (stereo not drawn),0.2%,-2.3%,2%,0.4%,i,-2.2%,0.0%,12,17,4%,
S=C(NC1CCCCC1)NC1CC2C=CC1C2 (stereo not drawn),-0.2%,nt,nt,-0.4%,i,nt,nt,nt,nt,-1%,
CCCc1cc(=O)[nH]c(SCC(=O)N2CCC(C)CC2)n1,0.3%,nt,-5%,1.3%,nt,nt,0.2%,nt,nt,10%,
Cc1cccc(N2CC(C(=O)Nc3ccccc3N3CCCC3)CC2=O)c1C (stereo not drawn),nt,nt,6%,-0.9%,nt,nt,0.7%[50 µM],nt,nt,21%,
CN(/N=C/c1ccccc1O)C(=S)c1ccccc1,-0.6%,nt,nt,2.9%,nt,nt,-0.6%,nt,nt,14%,
O=C(Nc1c(Cl)cccc1Cl)c1cc(-c2ccco2)on1,-0.6%,nt,-3%,2.0%,nt,nt,0.5%,nt,nt,2%,
CCC(c1nnc(SCC(=O)NCCc2ccc(OC)c(OC)c2)n1Cc1ccccc1)N(C)C (stereo not drawn),-0.6%,-1.6%,4%,-1.6%,i,-17%,0.1%,1,-14,6%,
COc1cc2c3c(c1OC)C1(C=CC(=O)C=C1)CC3N(C(C)=O)CC2 (stereo not drawn),0.1%,-2.4%,-1%,1.5%,i,-3.1%,0.7%[50 µM],-16,1,10%,
COc1ccc(Cl)cc1NC(=O)C/C(C)=N/NC(=O)Cc1ccccc1,-0.7%,-1.0%,-10%,3.5%,i,-1.8%,-4.5%,-4,-1,8%,
O=C(COC(=O)c1cc(=O)[nH]c2ccccc12)c1cccs1,-0.3%,-1.3%,1%,0.5%,i,-1.6%,-2.5%,-4,-9,nt,
CC(C)OC(=O)CSc1nnc(-c2cnccn2)n1-c1ccccc1,-0.2%,0.5%,-2%,1.5%,i,-2.6%,1.2%,12,14,26%,
COc1ccc(/C=C2\Oc3cc(OCC(=O)N4CC(O)C[C@H]4C(=O)O)ccc3C2=O)c(OC)c1OC (stereo partly drawn),0.3%,nt,-3%,nt,nt,nt,2.4%,nt,nt,26%,
CCc1ccccc1NC(=O)[C@@H]1CCC(=O)N1C1OC(=O)c2c1ccc(OC)c2OC (stereo partly drawn),0.2%,nt,-3%,0.4%,nt,nt,1.6%,nt,nt,11%,
CCOC(=O)c1sc(-c2ccc(Cl)cc2)nc1O,0.0%,nt,-5%,3.0%,i,nt,-1.7%,nt,nt,9%,
CS(=O)(=O)c1ccc2nc(NC(=O)CC3CCCC3)sc2c1,1.4%,-1.4%,-8%,5.6%,i,-4.2%,-0.1%,-3,7,0%,
O=S(=O)(c1ccc(NC(=S)NN=C(Cc2ccccc2)Cc2ccccc2)cc1)N1CCOCC1,0.4%,8.2%,5%,1.6%,i,1.7%,?,-6,-1,19%,
O=C(Nc1cccc(C(F)(F)F)c1)c1cnccn1,0.3%,-0.7%,nt,-1.1%,i,-5.8%,nt,25,-7,-4%,
CN(C(=O)c1ccccc1[N+](=O)[O-])c1ccccc1C(=O)NCc1ccccc1,-0.4%,nt,-7%,2.1%,nt,nt,2.2%[50 µM],nt,nt,15%,
